Assay outcomes from PubChem BioAssay.
MITF primary – inhibitors of human MITF. O75030. AlphaScreen MITF homodimerization, bead proximity signal. inhibition, % at 2.6 µM. actives 0.91% (n = 650,000). AID 1259374; in the data active means inhibition above about 50%;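 further: 0% = vehicle wells with protein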
Target sequence (O75030 whole entry, looked up): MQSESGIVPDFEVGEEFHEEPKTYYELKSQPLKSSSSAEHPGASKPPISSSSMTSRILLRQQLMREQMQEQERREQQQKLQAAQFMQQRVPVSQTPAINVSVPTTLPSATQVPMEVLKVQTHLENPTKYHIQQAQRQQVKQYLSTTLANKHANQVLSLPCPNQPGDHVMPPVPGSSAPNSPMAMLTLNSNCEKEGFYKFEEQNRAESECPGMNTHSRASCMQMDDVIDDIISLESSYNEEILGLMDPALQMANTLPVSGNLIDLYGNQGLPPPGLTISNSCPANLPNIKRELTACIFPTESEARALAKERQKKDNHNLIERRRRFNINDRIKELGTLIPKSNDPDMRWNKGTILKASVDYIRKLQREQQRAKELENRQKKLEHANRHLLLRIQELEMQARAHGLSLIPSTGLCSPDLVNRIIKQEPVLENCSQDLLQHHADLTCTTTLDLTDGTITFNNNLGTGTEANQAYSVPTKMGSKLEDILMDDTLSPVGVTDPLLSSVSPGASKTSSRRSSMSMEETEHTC
TEAD-YAP block – TEAD-YAP interaction inhibition; HEK-TIYL cells, TEAD-Gal4/YAP UAS-luciferase luminescence; inhibition, % at 9.12 µM; actives 1.4% (n = 640,000); AID 1259422; in the data active means inhibition above about 32%;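 further: 0% = median of test compound wells and 100% = reference inhibitor wells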
FBW7 activator – activators of human E3 ligase FBW7 | Q969H0 | AlphaScreen FBW7–phospho-cyclin E peptide binding, activator screen | normalized activity (activation), % at 26.1 µM | actives 0.13% (n = 650,000); in the data active means normalized activity above about 1.9%;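 further: purified mutant Fbw7 with reduced substrate affinity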
GPR151 activ – activators of human GPR151; activation, % at 11.2 µM; actives 1% (n = 650,000); PathHunter beta-arrestin GPR151 cells, luminescence; Q8TDV0; in the data active means activation above about 4.9%;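 further: 0% = median of compound wells and 100% = cells with positive control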
Target sequence (Q8TDV0 whole entry, looked up): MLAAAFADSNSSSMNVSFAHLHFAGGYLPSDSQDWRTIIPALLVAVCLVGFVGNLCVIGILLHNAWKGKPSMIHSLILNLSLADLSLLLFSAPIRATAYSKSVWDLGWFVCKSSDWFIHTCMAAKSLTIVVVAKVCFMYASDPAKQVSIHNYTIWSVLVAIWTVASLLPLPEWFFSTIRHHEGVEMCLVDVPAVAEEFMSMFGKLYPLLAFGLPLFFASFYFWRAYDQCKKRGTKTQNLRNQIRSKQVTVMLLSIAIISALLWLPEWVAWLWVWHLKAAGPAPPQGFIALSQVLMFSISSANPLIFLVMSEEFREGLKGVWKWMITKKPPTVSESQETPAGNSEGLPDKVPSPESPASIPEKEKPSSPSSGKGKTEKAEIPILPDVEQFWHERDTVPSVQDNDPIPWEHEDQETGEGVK
* marks the source's active call; other numbers are inactive results.

Below each compound – MITF primary, TEAD-YAP block, FBW7 activator, GPR151 activ
1) Cc1ccsc1C1C(C#N)=C(N)N(c2ccc(Cl)cc2)C2=C1C(=O)CCC2 (centres undefined)
  1, 6, 0.5, -0.8
2) COc1ccc2c(c1)CCc1cn3nc(C)cc3nc1-2
  -10, 12, 0.4, 2.5
3) Cc1cc(C(=O)Nc2cc(C)nn2-c2ccccc2)on1
  3, 6, 0.0, 0.0
4) COc1ccc(-n2nc3c(c2NC(=O)COc2ccc(Cl)cc2)CSC3)cc1
  7, -9, -0.1, 0.3
5) CN1C(=O)C(=Cc2cccc([N+](=O)[O-])c2O)C(=O)N(C)C1=O
  19, -10, 0.1, 1.1
6) O=C(Cn1nnc(-c2ccc(Cl)cc2)n1)Nc1ccc2c(c1)CCC2
  -1, 3, 0.2, -0.4
7) Cc1cc2nnc(SC3CCCCN(C(=O)c4ccc(Cl)cc4)C3=O)n2c2ccccc12 (centres undefined)
  -1, -10, 0.0, -0.1
8) CCC(=O)N(Cc1ccccc1OC)Cc1cc2cccc(C)c2n2nnnc12
  0, 3, -0.1, 1.0
9) O=C(Nc1ccc2c(c1)OCO2)c1nn2c(c1Cl)NC(c1ccc(Br)cc1)CC2C(F)(F)F (centres undefined)
  -15, -12, -0.1, 1.2
10) c1ccc(Cc2nc(N3CCN(Cc4ccccc4)CC3)c3c4c(sc3n2)CCCC4)cc1
  -1, -6, -0.1, 0.7
11) COC(CNC(=O)CCNS(=O)(=O)c1ccc(Cl)cc1)OC
  15, -2, -0.1, -0.8
12) Cc1nc(NC2CCC(O)CC2)c2c3c(sc2n1)CC(C)CC3 (centres undefined)
  8, -4, -0.1, -0.7
13) CCCCCOc1ccc(NC(=O)C23CC4CC(CC(C4)C2)C3)cc1
  -8, -8, -0.1, -1.8
14) O=C(N/N=C/c1ccc([N+](=O)[O-])o1)c1cccnc1
  9, 26, -0.2, -0.9
15) NCCCC[C@@H]1NC(=O)[C@H]2CN(Cc3cnn(-c4ccc(F)cc4)c3)CCN2C1=O
  21, -5, -0.3, -1.6

In another format: results already given
No. | smiles | MITF primary | TEAD-YAP block | FBW7 activator | GPR151 activ
1 | Cc1ccsc1C1C(C#N)=C(N)N(c2ccc(Cl)cc2)C2=C1C(=O)CCC2 (centres undefined) | 1 | 6 | 0.5 | -0.8
2 | COc1ccc2c(c1)CCc1cn3nc(C)cc3nc1-2 | -10 | 12 | 0.4 | 2.5
3 | Cc1cc(C(=O)Nc2cc(C)nn2-c2ccccc2)on1 | 3 | 6 | 0.0 | 0.0
4 | COc1ccc(-n2nc3c(c2NC(=O)COc2ccc(Cl)cc2)CSC3)cc1 | 7 | -9 | -0.1 | 0.3
5 | CN1C(=O)C(=Cc2cccc([N+](=O)[O-])c2O)C(=O)N(C)C1=O | 19 | -10 | 0.1 | 1.1
6 | O=C(Cn1nnc(-c2ccc(Cl)cc2)n1)Nc1ccc2c(c1)CCC2 | -1 | 3 | 0.2 | -0.4
7 | Cc1cc2nnc(SC3CCCCN(C(=O)c4ccc(Cl)cc4)C3=O)n2c2ccccc12 (centres undefined) | -1 | -10 | 0.0 | -0.1
8 | CCC(=O)N(Cc1ccccc1OC)Cc1cc2cccc(C)c2n2nnnc12 | 0 | 3 | -0.1 | 1.0
9 | O=C(Nc1ccc2c(c1)OCO2)c1nn2c(c1Cl)NC(c1ccc(Br)cc1)CC2C(F)(F)F (centres undefined) | -15 | -12 | -0.1 | 1.2
10 | c1ccc(Cc2nc(N3CCN(Cc4ccccc4)CC3)c3c4c(sc3n2)CCCC4)cc1 | -1 | -6 | -0.1 | 0.7
11 | COC(CNC(=O)CCNS(=O)(=O)c1ccc(Cl)cc1)OC | 15 | -2 | -0.1 | -0.8
12 | Cc1nc(NC2CCC(O)CC2)c2c3c(sc2n1)CC(C)CC3 (centres undefined) | 8 | -4 | -0.1 | -0.7

The list continues.
Below each compound – MITF primary, TEAD-YAP block, FBW7 activator, GPR151 activ
16) COCCNC(=O)COc1ccc(OC)cc1
  1, 0, 0.6, 0.8
17) CC1=CC2CC1C1C(=O)N(c3cccc([N+](=O)[O-])c3)C(=O)C21 (centres undefined)
  0, 6, -0.2, 0.0
18) CCOc1cccc(C(=O)Nc2ccc(NC(C)=O)cc2)c1
  -1, -6, 0.1, -0.2
19) O=C(CN1C(=O)c2ccccc2C1=O)N1CCN(Cc2ccc3c(c2)OCO3)CC1
  8, 10, -0.1, 0.6
20) Cc1nc(N2CCN(c3ccccc3)CC2)nc2c1C(=O)CC(c1ccco1)C2 (centres undefined)
  17, 6, 0.9, -1.4
21) Cc1cc(NCc2ccncc2)n2nc(C)c(-c3cccs3)c2n1
  6, -13, 0.1, -0.6
22) CN(CC(=O)NCc1ccc2c(c1)OCO2)S(=O)(=O)c1ccc(Br)s1
  -3, -2, 0.0, 1.0
23) CC1=CC(C)C2C(=O)N(c3ccccc3)NC(=O)C2C1 (centres undefined)
  -1, 4, -0.1, -0.9
24) Cc1ccc(/C=N/NC(=O)c2ccncc2)s1
  11, -2, -0.1, 0.1
25) Cc1ccc(-c2nnc3ccc(SCC(=O)NCCc4ccccc4)nn23)cc1
  -2, -1, 0.1, 0.3
26) CCOC(=O)C1=C(CN2CCC(C(N)=O)CC2)NC(=O)NC1c1ccccc1 (centres undefined)
  8, 11, 0.5, -0.3
27) OCCC1CN(Cc2cccn2-c2nccs2)CCN1Cc1cccs1 (centres undefined)
  -23, -18, -0.1, -1.4
28) CCOc1c(I)cc(/C=C(\C#N)c2nc3ccccc3[nH]2)cc1OC
  -10, -38, 0.0, 1.8
29) Cc1ccc(S(=O)(=O)C(C)c2ccccc2[N+](=O)[O-])cc1 (centres undefined)
  10, 4, 0.1, 0.7
30) Cc1ccc([N+](=O)[O-])cc1NC(=O)C1CCCN1C(=O)Oc1ccccc1 (centres undefined)
  18, -7, 0.3, 0.4
31) Oc1cccc(-c2cnc3ccc(NCc4ccc5c(c4)OCO5)nn23)c1
  -11, -9, 0.0, -0.5
32) CCC(C)(C)NC(=O)CN(C(=O)CCC(=O)Nc1nccs1)c1ccc(C(C)C)cc1
  5, 0, -0.1, 2.1
33) CCOc1ccc(NC(=O)/C(C#N)=C/C2CC=CCC2)cc1 (centres undefined)
  5, -16, -0.1, 0.0
34) CC(C)(C)NCCOCCOc1cc(Cl)ccc1Cl
  4, 5, 0.6, 1.4
35) Cc1cccc(NC(=O)CSc2nc3n[nH]c(C)c3c(=N)n2-c2cccc(C)c2)c1
  4, 5, 0.2, 0.9
36) COc1ccc(OCCNS(=O)(=O)N(C)C)cc1
  10, -10, 0.0, 0.7
37) CCCCCOC(=O)c1ccc(OC(=O)c2ccc(-c3ccc(CC)cn3)cc2)cc1
  12, 4, 0.1, 1.5
38) CC1=C(C(N)=O)C(c2ccc(O)cc2)n2nc(SCc3ccccc3F)nc2N1 (centres undefined)
  0, -8, -0.3, 0.0
39) O=C(Nc1ccc(-c2cn[nH]c2)cc1)OCc1cccc(Cl)c1
  -7, -1, 0.1, 1.8
40) Cc1ccccc1OCC(=O)NCCc1csc(-c2ccc(Cl)cc2)n1
  19, -1, 0.4, 0.5
41) OCC1(CC2CCCCO2)CCN(Cc2cccc3nccnc23)CC1 (centres undefined)
  3, 1, -0.2, -2.0
42) Nc1c(Cl)ncnc1N1CCCCC1
  17, -3, 1.7, -0.6
43) CC(=O)c1cc(C(=O)NCC2Cc3cc(Cl)cc(-c4ccncc4)c3O2)cs1 (centres undefined)
  9, 9, 0.2, 1.0
44) Cc1[nH]c(=S)c(C#N)c(C)c1CC(=O)c1ccc(Br)cc1
  -6, 1, -0.2, -0.4
45) CCOc1cccc(/C=N/NC(=O)COc2c(C)cc([N+](=O)[O-])cc2C)c1O
  -7, -4, 0.2, 1.8
46) Nc1nc2c(c3c1c(=O)oc1ccc(Br)cc13)CCCC2
  15, -1, 0.1, 0.3
47) O=c1[nH]c2ccc(S(=O)(=O)Nc3ccc(F)c(F)c3)cc2s1
  12, 7, -0.1, -0.4
48) COc1cccc(/C=N/NC(=O)c2cc(O)c(O)c(O)c2)c1O
  46, 8, -0.5, -1.8
49) O=S(=O)(NCC(c1ccco1)S(=O)(=O)c1cccs1)c1ccc(F)cc1 (centres undefined)
  -23, -4, 0.0, 1.4
50) Cc1ccc(NC(=O)C2C3C=CC4(O3)C2C(=O)N(CCc2ccccc2)C4C(=O)NC2CCCCC2)cc1C (centres undefined)
  -9, -9, -0.1, 0.3
51) COc1ccc(/C=C(/NC(=O)c2ccc(Cl)cc2Cl)C(=O)N2CC(C)OC(C)C2)cc1 (centres undefined)
  2, -4, 0.1, -1.3
52) O=C1NCC(c2ccccc2)C1C(=O)N/N=C\c1cc2c(cc1Br)OCO2 (centres undefined)
  21, -3, 0.3, 0.1
53) CN(C)/C=C1\C(=O)N(c2c(Cl)cccc2Cl)c2cc(C=O)ccc21
  -9, 3, 0.0, 0.0
54) CCOC(=O)c1c(-c2ccccc2)oc2ccc(OC(=O)c3ccc(Cl)cc3)cc12
  -1, -5, -0.2, 0.9
55) CCOc1cc2c(cc1OCC)C(c1cc(OC)c(OC)cc1OC)NCC2 (centres undefined)
  8, 2, 0.8, -0.7
56) CC1=C(C(=O)OC(C)C)C(c2ccc3c(c2)OCO3)C2=C(CC(c3cccs3)CC2=O)N1 (centres undefined)
  7, -15, 0.6, -1.4
57) COc1ccccc1/C(O)=C/c1nc2cc(C)ccc2oc1=O
  15, -17, -0.1, 1.3
58) Cc1c(C(=O)N2CCN(C)CC2)sc2ncnc(N3CCN(c4ccccc4F)CC3)c12
  3, 12, -0.3, 1.4
59) CC(C(=O)N1CCc2ccccc21)N1C(=O)c2ccccc2C1=O (centres undefined)
  -1, 2, 0.1, 2.0
60) O=C1NC2(CCN(Cc3c(F)cccc3Cl)CC2)Oc2ccccc21
  -5, 2, 0.0, 0.0
61) O=C1OC(c2ccco2)=N/C1=C\c1ccc(F)cc1
  -16, -5, 0.1, -0.9
62) COc1cccc2cc(C(=O)N(Cc3ccccn3)c3nc4c(Cl)cccc4s3)oc12
  4, -51, 0.3, 0.2
63) COc1ccccc1-n1c(SCCN2CCOCC2)nc2c(sc(=S)n2Cc2ccccc2)c1=O
  -10, 2, -0.1, -1.3
64) CCC(C(=O)N1CCN(c2cccc(OC)c2)CC1)n1sc2ccccc2c1=O (centres undefined)
  7, 12, 0.0, 0.0
65) Cc1ccc(NC(=O)/C(C#N)=C/c2ccc(I)o2)cc1
  20, -46, 0.6, 0.1
66) NC(=O)c1nnn(Cc2cccc([N+](=O)[O-])c2)c1N
  -1, -6, 0.0, 2.2
67) CN1CCC2(CC1)Oc1ccccc1C1CC(c3ccc(F)cc3)=NN12 (centres undefined)
  -10, -19, 0.0, -1.4
68) CC(=O)NC(=S)Nc1ccc(Nc2ccccc2)cc1
  19, -41, 0.4, -2.5
69) O=C(CSc1nc2ccc(NC(=O)c3ccc(Br)cc3)cc2s1)NC1CCCCC1
  7, 10, -0.1, 0.4
70) CCn1c(=O)n(CC(=O)NCCN2CCOCC2)c(=O)c2ccccc21
  -2, -3, -0.1, 2.7
71) Cn1c(=O)[nH]c(=O)c2c1nc(SCC(O)CO)n2Cc1ccccc1 (centres undefined)
  -14, -6, 0.1, -2.0
72) CCC1(C)CC(C(=O)c2ccccc2C)CCO1 (centres undefined)
  4, 6, 0.1, 1.1
73) CC(=O)c1c(C)oc2c(Br)cc(NS(=O)(=O)c3ccc(C)cc3C)cc12
  6, -6, -0.1, 2.2
74) CC(=O)Cn1c(C(=O)O)c(-n2cccc2)c2cc(C)ccc21
  2, 6, 0.0, 4.5
75) COc1cc(/C=C2\N=C(c3ccc(I)cc3)OC2=O)cc(OC)c1OC
  6, 2, 0.0, 0.9

Continued.
Below each compound – MITF primary, TEAD-YAP block, FBW7 activator, GPR151 activ
76) CCOC(=O)N1CCN(C(=O)c2cccc([N+](=O)[O-])c2C)CC1
  -9, -5, -0.1, 1.3
77) NC(=O)c1ccc(-c2cc(NCCO)nc(N)n2)cc1
  22, -1, 0.3, -1.6
78) CC(C)c1nc2ccccc2c2nn(CC(=O)NCc3ccco3)c(=O)n12
  3, 5, -0.2, 0.1
79) O=C(NCc1ccco1)C(c1ccco1)N(C(=O)c1cccs1)c1ccc(F)cc1 (centres undefined)
  -4, -10, -0.2, 0.3
80) CC1CN(CC(=O)NCCn2cncn2)Cc2ccccc2O1 (centres undefined)
  9, 4, 0.0, -1.2
81) C#CCn1c(=NC(=O)Cn2c(=O)oc3ccccc32)sc2cc(C)ccc21
  31, -6, 0.0, 0.2
82) COc1ccc(CNC(=O)c2cc3sc(Cl)cc3n2C)cc1
  5, -5, 0.3, 0.6
83) CCC(C)c1ccc(NC(=O)c2ccc(OC(C)=O)cc2)cc1 (centres undefined)
  10, 13, 0.0, -1.2
84) COc1ccc(/C=C/c2nc(O)c([N+](=O)[O-])c(=O)[nH]2)cc1[N+](=O)[O-]
  22, -4, 0.4, -0.7
85) Cc1c(NC(=O)CSc2ccc(C(C)(C)C)cc2)c(=O)n(-c2ccccc2)n1C
  11, 10, 0.0, 8.2*
86) O=C(CN1C(=O)c2ccccc2C1=O)NC1CCC(O)CC1 (centres undefined)
  -2, 1, -0.2, -1.7
